SW480 rereplic = A quantitative high throughput screen for small molecules that induce DNA re-replication in SW480 colon adenocarcinoma cells | SW480 DNA re-replication, Hoechst DNA content imaging, 48 h | Potency, µM (doses to about 46.1 µM), without a hit: at the top dose re-replication activation, actives largely listed as activators | 340,000 compounds, 1.8% hits; note: % of control where 0% means no effect; nearly all actives have a fitted effect of over 55% in size
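Treated cells incubate 48 hr (37 C, 5% CO2), are stained 40 min with Hoechst, and nuclear fluorescence is enumerated; a rise in nuclei with high DNA signal marks re-replication.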
HT1080 IDH1KD tx = qHTS for induction of synthetic lethality in tumor cells producing 2HG: qHTS for the HT-1080-IDH1KD cell line; HT-1080 IDH1 knockdown viability, ATP luminescence, 48 h; Potency, µM (top dose mostly 46.1 µM), for inactives: top-dose activity, negative = toxicity, hits mostly cytotoxic; 360,000 compounds, 2% hits;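 note: 0% = DMSO wells and -100% = cell-free medium wells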
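Assay cells: HT-1080 with IDH1 knockdown, 750 per well, RPMI/5% FBS. Exposure: 48 h at 37 °C following 2 h pre-incubation. Read: CellTiter-Glo luminescence; fitted concentration-response, curve class assigned.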
GLP-1R agonist = qHTS of GLP-1 Receptor Agonists; Glucagon-like peptide 1 receptor (Homo sapiens), P43220; HEK293 GLP-1R CRE-luciferase, luminescence, 4-6 h; cells express a hypersensitive GLP-1R form; Potency, µM (top dose mostly 45.6 µM), without a hit: top-dose activation, usual class: activators; 380,000 compounds, 0.007% hits; AID 624172, 2012; note: % of control where 0% means no effect
Target sequence (P43220 whole entry, looked up): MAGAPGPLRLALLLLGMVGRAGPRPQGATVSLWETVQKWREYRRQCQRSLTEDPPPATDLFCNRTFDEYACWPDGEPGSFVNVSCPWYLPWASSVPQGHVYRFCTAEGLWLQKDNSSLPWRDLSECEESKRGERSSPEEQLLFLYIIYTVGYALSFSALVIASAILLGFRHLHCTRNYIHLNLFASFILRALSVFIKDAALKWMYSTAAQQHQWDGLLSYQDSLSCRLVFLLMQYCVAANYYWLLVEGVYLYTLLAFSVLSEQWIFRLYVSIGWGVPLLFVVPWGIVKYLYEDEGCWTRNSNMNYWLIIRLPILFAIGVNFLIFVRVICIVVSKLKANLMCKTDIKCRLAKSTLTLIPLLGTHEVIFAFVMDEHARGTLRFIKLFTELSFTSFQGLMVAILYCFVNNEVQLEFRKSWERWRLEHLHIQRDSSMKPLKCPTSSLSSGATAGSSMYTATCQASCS
GLP1R cytotox = qHTS of GLP-1 Receptor Inverse Agonists: Cytotox Screen; Potency, µM (doses to about 38.3 µM), without a hit: top-dose activity change, negative = inhibition, usual class: inhibitors; AID 624418, 2012; HEK293 cAMP-luciferase reporter cells, luminescence, 24 h; 410,000 compounds, 0.13% hits;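 note: loss of luciferase light is scored as toxicity; % is set by controls: 0 for no effect and ±100 for the full control effect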
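1536-well qHTS counterscreen of the MLSMR; 200 cells/uL, 12 h pre-incubation, 23 nL cpd, 24 h at 37 deg C 5% CO2, luciferase detection reagent, 12 min RT, luminescence. Inhibition = undesired.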
HT1080-NT tox = qHTS for induction of synthetic lethality in tumor cells producing 2HG: qHTS for the HT-1080-NT fibrosarcoma cell line | HT-1080-NT fibrosarcoma viability, CellTiter-Glo ATP luminescence, 48 h | Potency, µM (doses to about 46.1 µM), inactives show at the top dose activity, negative = less viability, hits mostly cytotoxic | 360,000 compounds, 1.6% hits;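 note: NT is the 2HG producing partner of a matched IDH1 knockdown line; 0% = DMSO-treated cells and -100% = media-only wells without cells; nearly all actives have a fitted effect of over 55% in size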
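Viability by CellTiter-Glo luminescence after 48 h compound exposure at 37C of HT-1080-NT cells (750/well, RPMI, 5% FBS). % activity scaled between DMSO wells and medium-only wells, then curve-fitted and categorized by curve class.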
KB-V1 cytotox = qHTS assay for MDR1-selective chemotherapeutics: Primary screen using the drug-selected MDR subline cells KB-V1. KB-V1 MDR cells viability, CellTiter-Glo, 72 h. Potency, µM (series often up to 46.1 µM), for inactives: at the highest dose activity change, negative = cytotoxicity, most hits filed as cytotoxic. 400,000 compounds, 3.4% hits. AID 1347076, 2019; note: % is set by controls: 0 for no effect and ±100 for the full control effect; nearly all actives have a fitted effect of over 60% in size
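KB-V1 cells (P-gp-expressing MDR subline of KB-3-1) in phenol-red-free DMEM with 10% FBS were exposed to library compounds over a concentration series for 72 h at 37 degrees C. Viability read by CellTiter-Glo luminescence; concentration-effect curves fitted after normalization.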
TDP43 rescue = qHTS of TDP-43 Inhibitors | TDP-43 expressing yeast growth rescue, BacTiter-Glo, 24 h | 410,000 compounds, 1.8% hits | Potency, µM (doses to about 46.1 µM), without a hit: top-dose growth rescue (activation), actives largely listed as activators; note: % of control where 0% means no effect; nearly all actives have a fitted effect of over 50% in size
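Yeast cells expressing TDP-43 under galactose induction are exposed to compounds for 24 hr at 30 deg C. BacTiter-Glo luminescence measures growth, so protective compounds score as activators.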
GLP1R inv ag = qHTS of GLP-1 Receptor Inverse Agonists (Inhibition Mode); Glucagon-like peptide 1 receptor (Homo sapiens), P43220; Potency, µM (series often up to 38.3 µM), inactives show top-dose activity change, negative = inhibition, usual class: inhibitors; HEK293 GLP-1R CRE-luciferase, luminescence, 24 h; GLP-1R form is constitutively active; 410,000 compounds, 1.6% hits; note: % is set by controls: 0 for no effect and ±100 for the full control effect; nearly all actives have a fitted effect of over 55% in size
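GLP-1R inverse agonism mode: basal reporter luminescence in engineered HEK293 cells measured after one day of compound exposure at 37 deg C, with a 12 min room-temperature detection step.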
KB-3-1 tox = qHTS assay for MDR1-selective chemotherapeutics: Primary screen using the parental adenocarcinoma cell KB-3-1; KB-3-1 viability, CellTiter-Glo ATP luminescence, 72 h; Potency, µM (highest dose often 46.1 µM), without a hit: top-dose activity change, negative = cytotoxic, actives largely listed as cytotoxic; 400,000 compounds, 1.4% hits; note: % is set by controls: 0 for no effect and ±100 for the full control effect; nearly all actives have a fitted effect of over 60% in size
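Screening of KB-3-1 cells (DMEM, 10% FBS, phenol-red free) ran from lowest to highest compound concentration; after 72 h at 37 °C viability was read luminescently and curves fitted.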
* marks the source's active call; other numbers are inactive results; ? = inconclusive; . = no result given; & = joins results of further samples; [ ] = remark or other dose. Calls come from the whole dose curve; as a rule, active = well fitted curve in the direction sought with a large enough effect; inconclusive = small, poorly fitted or top-dose-only effect, or another doubt; inactive = no such curve, though single readings can be large; an effect the other way counts as inactive or inconclusive. Potency is the fitted concentration of half-maximal effect. Hits appear at their usual frequency. About 9.4% of those tested had a hit in this group.

cpd | SMILES | SW480 rereplic | HT1080 IDH1KD tx | GLP-1R agonist | GLP1R cytotox | HT1080-NT tox
1 | O=C(CC1Sc2ccc(C(F)(F)F)cc2NC1=O)Nc1ccc(Cl)c(C(F)(F)F)c1 (stereo not given) | . | . | -7.9% | -18.9% | .
2 | Cc1c(NC(=O)C2CC(c3c(F)cccc3Cl)=NO2)c(=O)n(-c2ccccc2)n1C (stereo not given) | 1.9% | -12.3% | -5.3% | -24.4% | 2.2%
3 | Cn1nc([N+](=O)[O-])c(C(C#N)c2nc3ccccc3n2C)c(Cl)c1=O (stereo not given) | -0.1% | -22.7% | -7.2% | ? | -27.0%
4 | CCOc1ccc(-c2csc(N)c2C(=O)OC)cc1 | -0.8%[9.22 µM] | -5.8% | 5.0% | -1.3% | -1.3%
5 | CCOC(=O)CCc1c(C)c2cc3c(c(C)c2oc1=O)OCN(CCc1ccccc1OC)C3 | . | . | . | . | .
6 | O=C(O)C1=CCNCC1 | -12.4% | 20.9% | 22.7% | 6.8% | ?
7 | CCc1c(C)nc2nc(NC(C)=O)[nH]n2c1=O | 0.2% | -3.2% | 10.8% | 12.8% | 0.2%[9.24 µM]
8 | CCOC(=O)c1cc2cc(OC)ccc2nc1C | -13.2% | -0.6% | 0.2% | 3.2% | 9.6%
9 | O=P(O)(CCCP(=O)(O)CCc1ccccc1)CCc1ccccc1 | 1.8% | 18.4% | -2.3% | 16.6% | 25.6%
10 | COc1ccc(-c2cc(C(=O)Oc3ccc([N+](=O)[O-])cc3)c3ccccc3n2)cc1 | ? | -16.1% | 3.7% | ? | -3.9%
11 | CCN(CC(=O)NC(C)C)Cc1nc2sc3c(c2c(=O)[nH]1)CCC3 | -3.6% | -8.0% | 1.0% | ? | -1.5%
12 | CNCc1ccccc1Sc1cccc(O)c1 | -0.3% | -1.2% | -0.4% | 2.9% | -1.2%

cpd | KB-V1 cytotox | TDP43 rescue | GLP1R inv ag | KB-3-1 tox
1 | 0.0% | 20.7% | ? | -6.3%
2 | -12.2% | -17.8% | -15.1% | -5.5%
3 | -1.8% | -3.9% | ? | -18.0%
4 | 16.3% | ? | -27.3% | 11.9%
5 | ? | -24.5% | -13.1% | -0.7%
6 | -1.5% | 14.3% | 52.9%[activator] | 0.0%
7 | 31.0% | -12.8% | 2.1% | 6.0%
8 | -5.6% | -9.3% | 60.6%[activator] | -3.9%
9 | 7.7% | -13.5% | 7.6% | 2.2%
10 | -11.0% | 7.6% | -6.8% | -4.9%
11 | ? | -0.5% | 0.0% | -2.1%
12 | 0.0% | -13.3% | ? | -12.1%

Record cards, from the list above. Values in the order: SW480 rereplic	HT1080 IDH1KD tx	GLP-1R agonist	GLP1R cytotox	HT1080-NT tox	KB-V1 cytotox	TDP43 rescue	GLP1R inv ag	KB-3-1 tox
`Cc1c(NC(=O)C2CC(c3c(F)cccc3Cl)=NO2)c(=O)n(-c2ccccc2)n1C` (stereo not given) across the screens: 1.9%	-12.3%	-5.3%	-24.4%	2.2%	-12.2%	-17.8%	-15.1%	-5.5%
`O=P(O)(CCCP(=O)(O)CCc1ccccc1)CCc1ccccc1` across the screens: 1.8%	18.4%	-2.3%	16.6%	25.6%	7.7%	-13.5%	7.6%	2.2%

Next part.
cpd | SMILES | SW480 rereplic | HT1080 IDH1KD tx | GLP-1R agonist | GLP1R cytotox | HT1080-NT tox
13 | Oc1[nH]c2ccccc2c1N=Nc1c(F)c(F)c(F)c(F)c1F | 4.7% | 1.2% | 0.8% | -4.2% | 2.1%
14 | COc1cc(NC(=O)CSc2nnnn2C2CCCC2)cc(OC)c1 | -1.4% | 4.7% | 3.5% | 0.5% | -2.0%
15 | CC/C=C\[C@H](O)[C@H](O)C1=C(C)C(=O)[C@]2(O1)C(=O)N[C@@](OC)(C(=O)c1ccccc1)C2O (stereo not given in full) | 1.8% | 1.8% | 0.5% | 1.0% | 0.3%
16 | COc1cc(C(=O)NC2CC(C)CC(C)(C)C2)cc(OC)c1OC (stereo not given) | . | 11.4% | 1.3% | 0.7% | 1.2%
17 | CCN(CC)c1nc(N2CCN(CCO)CC2)nc2ccccc12 | 16.9% | 4.4% | -5.4% | 3.6% | -5.0%
18 | COc1ccc(S(=O)(=O)N2CCCCCC2)cc1NC(=O)CN1C(=O)NC(C)(c2ccccc2)C1=O (stereo not given) | 1.7% | -2.0% | 3.5% | -23.3% | 2.4%
19 | CCn1c(SCc2nc3ccccc3c(=O)[nH]2)nnc1-c1ccncc1 | -28.1% | -8.2% | 6.2% | 7.7% | -8.3%
20 | CCCn1c(=O)c2ccccc2n2c(SC(C)C(N)=O)nnc12 (stereo not given) | -14.3% | 5.7% | 12.3% | 14.7% | -1.6%
21 | O=S(=O)(NC1=NCCC1)c1cccc(NC(=S)NCCc2ccccc2)c1 | -3.2% | 9.5% | 2.5% | 6.0% | 7.0%
22 | O=C(CCC(=O)N1CCN(c2ccc(F)cc2)CC1)c1ccc(Cl)cc1 | -5.4% | 5.1% | 1.0% | -2.4% | 10.2%
23 | CN(Cc1ccccc1)C(=O)Nc1c(Cl)cccc1Cl | . | ? | -0.2% | 9.8% | 1.1%
24 | CCOCCCNC(=O)CN1C(=O)COc2ccc(S(=O)(=O)N3CCOCC3)cc21 | 29.7% | 18.3% | -2.1%&0.6% | 3.3%&-12.1% | ?

cpd | KB-V1 cytotox | TDP43 rescue | GLP1R inv ag | KB-3-1 tox
13 | -0.9% | 5.8% | 17.6% | -0.9%
14 | -12.3% | -6.0% | -8.8% | -2.1%
15 | 4.5% | 9.5% | 0.9% | 0.0%
16 | -29.9% | 22.7% | 14.6% | ?
17 | 12.2% | -3.4% | -0.2% | 0.9%
18 | -5.0% | 16.5% | 1.1% | 5.7%
19 | 6.9% | 11.0% | 0.0% | -0.4%
20 | 14.9% | 7.8% | 40.7% | -2.3%
21 | 18.9% | 2.3% | -20.1% | 6.0%
22 | -17.7% | 0.0% | ? | 7.5%
23 | ? | ? | -6.4% | -9.4%
24 | 0.8%&-9.6% | 8.6%&-8.8% | 1.8%&1.2% | -11.5%&-2.6%

Sorted by formula weight (highest first): 3 of the compounds above
cpd | SMILES | SW480 rereplic | HT1080 IDH1KD tx | GLP-1R agonist | GLP1R cytotox | HT1080-NT tox
18 | COc1ccc(S(=O)(=O)N2CCCCCC2)cc1NC(=O)CN1C(=O)NC(C)(c2ccccc2)C1=O (stereo not given) | 1.7% | -2.0% | 3.5% | -23.3% | 2.4%
22 | O=C(CCC(=O)N1CCN(c2ccc(F)cc2)CC1)c1ccc(Cl)cc1 | -5.4% | 5.1% | 1.0% | -2.4% | 10.2%
14 | COc1cc(NC(=O)CSc2nnnn2C2CCCC2)cc(OC)c1 | -1.4% | 4.7% | 3.5% | 0.5% | -2.0%

cpd | KB-V1 cytotox | TDP43 rescue | GLP1R inv ag | KB-3-1 tox
18 | -5.0% | 16.5% | 1.1% | 5.7%
22 | -17.7% | 0.0% | ? | 7.5%
14 | -12.3% | -6.0% | -8.8% | -2.1%

Screening data (PubChem)
